From PubChem
tim10-1 inh: growth inhibitors of tim10-1 mutant yeast. S. cerevisiae tim10-1 ts strain growth, BacTiter-Glo, 24 h. inhibition, % at 20 µM. actives 2.2% (n = 330,000);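 active = inhibition of at least 40%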;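 note: mutant grown at 25 °C; 0% = DMSO wells with yeast and 100% = wells holding no yeast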
MIN6 prolif: induces beta-cell replication in MIN6 cells; MIN6 cells proliferation, ATPlite luminescence, 48 h; cells starved in 0.2% serum; 100% = growth in 10% serum; proliferation, % at 10 µM; actives 0.29% (n = 330,000);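 active = compounds whose signal lies at least 3.5 SD above the mean of all wells on their plate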;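 note: 0% = DMSO-treated cells in low-serum medium and 100% = 10% serum control; some compounds called inactive have numbers as strong as hits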
MPTP block: permeability transition pore inhibition | isolated mouse mitochondria, Ca2+ swelling absorbance, 30 min | inhibition, % at 10 µM | actives 1.4% (n = 360,000);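 active = inhibition of 50% or more, scaled per plate between neutral and stimulator controls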;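 note: 0% = DMSO wells given calcium and 100% = 1 mM EGTA wells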
APJ agonist: activates the human apelin receptor APJ; P35414; activation, % at 20 µM; AID 2520; actives 0.11% (n = 330,000); CHO-K1 APJ PathHunter beta-arrestin, luminescence; 0% DMSO wells, 100% apelin;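 active = activation more than six SD over the plate average, tested at 20 µM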;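 note: 0% = DMSO alone and 100% = apelin-13 at 10 nM; some results filed as inactive read as strong as hits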
Target sequence (P35414 whole entry, looked up): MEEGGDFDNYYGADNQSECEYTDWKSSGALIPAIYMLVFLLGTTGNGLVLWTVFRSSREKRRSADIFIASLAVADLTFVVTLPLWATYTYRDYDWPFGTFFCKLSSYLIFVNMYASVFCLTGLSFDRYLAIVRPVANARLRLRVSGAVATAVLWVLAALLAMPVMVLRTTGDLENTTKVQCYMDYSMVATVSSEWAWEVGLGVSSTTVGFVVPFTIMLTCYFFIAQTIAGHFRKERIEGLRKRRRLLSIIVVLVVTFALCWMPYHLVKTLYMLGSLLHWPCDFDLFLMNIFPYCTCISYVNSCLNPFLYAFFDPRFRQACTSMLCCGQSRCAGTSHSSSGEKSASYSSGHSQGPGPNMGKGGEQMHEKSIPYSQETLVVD
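Assay system: CHO-K1 APJ beta-arrestin complementation cell line / Compound: single test compound dose, 20 µM final, 1% DMSO / Times: overnight seeding, 90 min compound at 25 °C, 1 h detection / Technique: beta-gal luminescence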
NR3A LBD binder: modulators (binders) of human NR3A ligand-binding domain. Tm shift relative to glycine control, % at 25 µM. actives 2.5% (n = 340,000). NR3A LBD differential scanning fluorimetry, Tm shift; 0% = protein alone, 100% = glycine-bound protein;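 active = melting temperature shift of at least 10% of the positive control shift, at one fixed dose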
NLRP3 yeast inh: blocks the NALP3 inflammasome reconstituted in yeast; Yeast reconstituted NLRP3/ASC/caspase-1, beta-gal luminescence, 24 h; inhibition, % at 10 µM; actives 0.39% (n = 330,000); AID 2825;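 active = inhibition of 50% or more; inactive = inhibition below 50%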;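 note: plate controls were induced DMSO wells for no effect and uninduced yeast grown without galactose for full effect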
TIM10 inh: growth inhibitors of TIM10 yeast strain. S. cerevisiae TIM10 strain growth, BacTiter-Glo luminescence, 24 h. inhibition, % at 10 µM. actives 1.4% (n = 330,000). AID 463195;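 active = inhibition of 40% or more at the single tested concentration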;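 note: wild-type TIM10 isogenic control strain grown at permissive 25 °C; 0% = DMSO yeast wells and 100% = minimal medium wells without yeast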
tim23-1 inh: inhibits growth of tim23-1 mutant yeast; actives 1.3% (n = 330,000); S. cerevisiae tim23-1 growth, BacTiter-Glo luminescence, 24 h; AID 463212; inhibition, % at 20 µM;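 active = growth inhibition of the mutant yeast at or above 50%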;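 note: temperature-sensitive mutant grown at 25 °C; plate controls were DMSO-treated mutant yeast for no effect and medium wells lacking yeast for full effect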
APJ antag: antagonists of human APJ apelin receptor | actives 0.32% (n = 330,000) | AID 2521 | CHO-K1 APJ beta-arrestin complementation, luminescence | inhibition, % at 20 µM | P35414;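 active = inhibition above about 40% at 20 µM, limit read from the data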;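 note: cells challenged with 10 nM apelin-13 agonist together with compound; plate controls were apelin-13 plus DMSO wells for no effect and DMSO wells lacking apelin-13 for full effect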
Active calls of the source: *; · = not tested or not shown; & = joins results of further samples.

SMILES	tim10-1 inh	MIN6 prolif	MPTP block	APJ agonist	NR3A LBD binder	NLRP3 yeast inh	TIM10 inh	tim23-1 inh	APJ antag
O=C(Nc1cccc(F)c1)c1ccc2c(c1)OCO2	18.8	-1.5	-4.1	-1.6	-5.1	65.4*	49.6*	42.4	4.8
CC(=O)c1cccc(S(=O)(=O)N2CCC(c3nc4ccccc4[nH]3)CC2)c1	-8.8	-2.4	-2.3	-0.2	-1.2	10.2	-12.5	-4.2	-10.4
CCN1CCN(CCCNC(=O)c2ccc(NC(=O)C3=CSCCO3)cc2)CC1	0.3	0.2	-0.3	-2.9	-0.7	7.4	-4.9	-3.9	15.6
c1ccc(-c2nnc(CSc3nc4ccccc4[nH]3)o2)cc1	17.1	-3.1	1.8	-4.1	0.3	9.6	-10.8	4.5	-6.1
CCOc1cc(/C=N\n2nnnc2N)ccc1O	15.1	-2.3	-0.1	-1.4	2.9	12.6	7.1	9.9	-4.4
CCN(c1ccccc1)S(=O)(=O)c1ccc(Oc2ccc(-n3ccnc3)cc2)nc1	23.1	-1.5	1.8	-3.9	1.2	-3.7	30.2	30.5	-2.1
CCOC(=O)c1c(NC(=O)c2ccco2)sc2c1CCCC2	16.3	-0.7	3.7	-3.7	0.9	6.1	5.5	14.2	-11.2
CC(=O)Nc1ccc(S(=O)(=O)N(Cc2cc3ccc(C)cc3[nH]c2=O)CC2CCCO2)cc1 (stereo unspecified)	19.0	-0.2	-0.1	3.8	-1.6	16.8	11.5	28.1	-2.7
O=C(CSc1nc(-c2ccc(F)cc2)cc(C(F)(F)F)n1)NCc1ccco1	11.7	-1.9	-2.5	-0.6	3.9	16.1	-21.7	-13.5	10.0
CCCC(NC(=O)c1ccc(Br)o1)c1nc2ccccc2[nH]1 (stereo unspecified)	-14.5	-0.3	0.8	-2.0	-0.2	0.2	-13.5	-10.2	9.8
CN1CCN(C(=O)C23CC4CC(C2)CC(c2ccccc2)(C4)C3)CC1	-0.1	-2.5	0.2	-1.7	-2.7	16.4	-0.8	6.5	-17.1
CSCCC(NC(=O)CCC(=O)OCC(=O)[C@@]1(O)CCC2[C@@H]3CCC4=CC(=O)C=C[C@]4(C)C3[C@@H](O)C[C@@]21C)C(=O)O (stereo partly specified)	7.2	-1.4	0.2	0.8	0.9	12.3	10.1	1.0	11.1
O=C(CSC1=NS(=O)(=O)c2cc(Cl)ccc2N1)Nc1cccc(F)c1	0.0	-4.0	62.4*	-0.2	19.5*	10.5	2.1	19.1	8.1
COc1ccc(N(C)S(=O)(=O)c2ccc3c(c2)CCC(=O)N3)cc1	-5.2	-1.9	1.1	0.7	-0.8	31.1	12.6	16.3	-12.8
CC1=C(C(=O)Nc2ccccc2)C(c2ccc(C)o2)n2ncnc2N1 (stereo unspecified)	-2.0	0.9	-2.2	-2.5	-1.5	-13.1	-3.3	-2.8	6.1
COCCNC(=O)CSc1nc2cc(OC)c(OC)cc2c(=O)n1Cc1ccc(OC)cc1	24.9	1.1	-1.1	2.0	0.4	-7.2	1.5	0.4	2.5
CCCCCCSc1ccc([C@H]2N[C@@](Cc3ccccc3)(C(=O)OC)[C@H]3C(=O)N(C)C(=O)[C@@H]23)cc1OC	3.8	-3.6	0.5	0.1	-7.1	17.2	-1.2	4.0	-60.7
Nc1c(C(=O)CSc2nnc(COc3ccc(Cl)cc3)o2)c(=O)[nH]c(=O)n1C1CC1	-10.1	0.7	-0.8	-1.8	4.0	10.1	-9.2	3.9	20.0
COc1ccc(-c2cnc3nc(/N=C/N(C)C)nn3c2/N=C/N(C)C)cc1	4.9	6.0	-1.0	0.3	2.4	6.5	0.7	13.7	17.2
Brc1ccc(CN2CCN(c3ccccc3)CC2)o1	-13.0	-3.6	-1.0	-1.1	1.9	19.0	3.9	-4.9	-9.8
O=C(CN1C(=O)CCS(=O)(=O)c2ccccc21)Nc1ccccc1F	19.6	1.2	0.8	-3.5	0.9	1.0	0.5	7.8	10.4
CCCCCc1cc(=O)oc2c(C(CCN3CCN(c4ccccc4)CC3)c3ccc4c(c3)OCO4)c(OC)cc(OC)c12 (stereo unspecified)	14.1	-8.0	6.3	1.5	0.2	23.6	6.6	12.8	-9.5
Cc1ccc(OCC(=O)N2CCCCC2C)c([N+](=O)[O-])n1 (stereo unspecified)	1.6	-1.2	-2.0	3.3	4.4	9.9	0.6	11.6	-10.5
O=C(Cc1nc2ccccc2s1)c1ccc(O)cc1O	5.1	-2.8	·	4.0	·	15.6	4.0	14.8	16.2
CCOc1ccc2nc(NCCNC(=O)c3cc(OC)c(OC)c(OC)c3)c(C#N)cc2c1	8.1	-0.3	0.3	-1.1	2.7	4.3	15.7	9.9	2.4
Continuation.
SMILES	tim10-1 inh	MIN6 prolif	MPTP block	APJ agonist	NR3A LBD binder	NLRP3 yeast inh	TIM10 inh	tim23-1 inh	APJ antag
COc1ccc(NC(=O)CN(C)C(=O)C2CC(=O)N(Cc3ccc(C)cc3)C2)cc1 (stereo unspecified)	1.5	1.5	0.3	8.3	3.3	13.6	-3.8	7.4	16.8
O=C(CN(Cc1ccco1)C(=O)c1ccc(F)cc1F)Nc1ccccc1C(F)(F)F	17.8	-1.3	0.5	-2.5	1.6	5.1	5.1	20.9	-0.2
C/C(=N\Nc1nc2ccc(Cl)cc2o1)c1ccccc1	26.3	-2.0	1.5	-1.8	4.4	-2.2	30.2	45.3	16.0
CC1CN(C(=O)C2CC(=O)N(c3ccc(Cl)cc3)C2)CC(C)O1 (stereo unspecified)	-3.7	-2.7	-0.7	-2.1	5.3	-12.7	-12.1	8.6	1.3
COc1cc(NC(=O)c2nccnc2N)cc(C(=O)Nc2cccc(C(F)(F)F)c2)c1	11.7	-1.6	0.9&0.0	8.5	0.1	17.6	5.7	19.2	17.6
CCC(=O)Oc1cccc(C(=O)Nc2cccc(NC(=O)c3ccco3)c2)c1	-2.7	0.0	0.7	1.3	0.9	13.3	-11.9	6.6	1.4
O=c1[nH]c(SCc2ccc(Cl)cc2)nc2ccsc12	10.3	-0.8	·	-3.0	-5.3	-38.0	19.8	13.7	-0.1
Cc1ccc(C(=O)N2CC(=O)Nc3ccc(F)cc3C2c2ccccc2)cc1 (stereo unspecified)	20.2	-0.1	-0.8	-3.3	2.5	-6.9	-1.1	27.4	-15.6
c1ccc2c(c1)nc(CN1CCOCC1)n1c3ccccc3nc21	22.7	-1.8	-8.1	-2.1	0.2	5.2	0.7	13.4	19.5
CC(=O)Nc1cccc(NC(=O)c2c(-c3ccccc3Cl)noc2C)c1	11.2	-2.1	1.5	-0.8	0.3	-3.3	16.7	11.4	13.6
COc1ccccc1N(CC(O)CN1CCOCC1)S(=O)(=O)c1ccccc1 (stereo unspecified)	-9.0	19.4*	0.0	1.7	-0.6	17.4	0.1	3.2	25.0
Cc1cc2cc(C)c3nnc(SCC(=O)NCc4ccco4)n3c2cc1C	13.9	3.6	2.4	-4.4	-0.5	-0.6	20.5	33.8	20.4
Cc1cc2cc(CNC(=O)c3cccs3)ccc2n1C	11.6	-2.3	0.6	-3.0	-0.7	6.7	12.5	-1.8	-0.8
COc1ccc(N(CC(=O)Nc2ccccc2Cl)S(=O)(=O)c2ccc(C)cc2)cc1OC	28.8	3.1	0.3	-3.0	0.6	23.9	7.3	23.3	10.2
CCOC(=O)COc1coc(CN2CCN(c3ccc(F)cc3)CC2)cc1=O	21.9	-0.7	0.7	-3.0	-3.1	11.0	-3.4	10.1	0.3
O=C(CC1Sc2ccccc2NC1=O)NCc1ccc(Cl)cc1 (stereo unspecified)	12.7	-3.5	-1.9	-0.8	-0.8	4.2	15.7	-0.6	5.6
CCOc1cc(/C=C2\SC(=N)N(c3nccs3)C2=O)ccc1OCCN1CCOCC1	30.1	-1.3	-0.4	-1.6	-11.6	-0.8	31.4	21.8	0.2
CN1CCN(C(=S)NC(=O)c2ccco2)CC1	14.5	-1.8	0.0	-1.0	-0.9	7.1	-9.9	-3.3	-18.2
Cc1c(Cl)cccc1NC(=O)Cn1nc(C)n2cccc2c1=O	25.3	-1.5	-0.8	-11.4	-2.8	19.3	1.8	11.7	1.6
COCCNC(=S)Nc1ccccn1	-14.3	-1.5	0.0	-3.4	0.6	15.0	-5.5	-18.9	4.7
COc1ccc(NC(=O)c2ccc(S(=O)(=O)NCc3cccnc3)cc2)cc1	-9.6	-4.5	-0.6	-3.8	-21.1	1.7	11.2	1.6	7.6
CS(=O)(=O)N1CCN(c2nnc(-c3ccccc3)c3ccccc23)CC1	4.0	-0.8	0.4	-1.1	-3.7	-3.3	-15.8	-59.3	6.3
COc1ccc(C(=O)Nc2cnccn2)cc1[N+](=O)[O-]	-0.4	0.8	-0.1	0.6	1.7	7.5	10.6	0.7	19.7
CCOC(=O)C1=CN(CC)S(=O)(=O)NC1CC (stereo unspecified)	3.2	·	-1.1	·	0.8	·	-5.6	19.5	·
Cc1cc(NS(=O)(=O)c2ccc(NC(=O)CSc3nc4sc(C(=O)O)c(C)c4c(=O)[nH]3)cc2)no1	-3.5	-2.5	-0.8	-4.1	-0.6	5.5	-7.9	8.0	13.5
(cont.)
SMILES	tim10-1 inh	MIN6 prolif	MPTP block	APJ agonist	NR3A LBD binder	NLRP3 yeast inh	TIM10 inh	tim23-1 inh	APJ antag
CC(C)c1ccc(CNc2nnnn2C)cc1	10.3	-3.2	3.5	-0.3	2.4	17.0	3.8	6.8	-7.3
Cc1ccc(C)c(NC(=S)N(CCc2nc3cc(C)c(C)cc3[nH]2)Cc2cccnc2)c1	-14.9	-2.5	5.0	-3.2	-4.9	12.1	-4.6	-9.1	14.9
COc1ccc(C2(c3ccc(OC)cc3)NC(=O)N(CC(=O)NCC(C)c3ccccc3)C2=O)cc1 (stereo unspecified)	-4.7	-6.8	0.4	-1.6	25.4*	16.6	6.4	-0.6	-0.7
COc1ccc(N2CS(=O)CC2=O)cc1 (stereo unspecified)	9.0	3.2	1.1	-1.3	-1.4	2.5	15.9	-1.0	-2.6
O=C(Nc1ccccc1)Nc1ccc2ocnc2c1	5.6	-2.1	1.0	0.8	-2.1	-10.6	7.5	4.2	-18.0
Cc1cc(NC(=O)CSc2ccccc2)no1	13.4	0.7	0.6	-1.8	-2.5	17.1	-8.9	20.3	-14.3
CCc1ccc2nc(N3CCN(C(=O)C(C)(C)C)CC3)sc2c1	14.6	3.6	-1.3	-0.6	-1.4	28.0	-7.5	22.3	1.9
CC(NC(=O)CCc1nnc(C2CCCCC2)o1)c1ccc(F)cc1 (stereo unspecified)	9.5	-2.8	1.9	2.6	0.5	9.3	-10.5	6.6	6.8
CCC(=O)Nc1ccc(NC(=O)c2cc3ccccc3o2)cc1	0.9	-0.5	0.6	-0.7	2.8	22.9	6.3	29.6	-20.1
CCCS(=O)(=O)N1CCC(C(=O)NCCCN2CCC(Cc3ccccc3)CC2)CC1	8.8	-1.7	1.2	-4.4	-1.1	13.0	-9.9	-5.7	-7.8
O=C(CC(=O)Nc1ccccn1)Nc1ccccn1	13.7	-3.8	-0.5	-2.1	1.6	7.8	-8.0	6.2	0.4

Entries of single compounds, quoted from the list. Screens in order: tim10-1 inh | MIN6 prolif | MPTP block | APJ agonist | NR3A LBD binder | NLRP3 yeast inh | TIM10 inh | tim23-1 inh | APJ antag
`O=C(CC(=O)Nc1ccccn1)Nc1ccccn1` is listed as 13.7 | -3.8 | -0.5 | -2.1 | 1.6 | 7.8 | -8.0 | 6.2 | 0.4
`CC(NC(=O)CCc1nnc(C2CCCCC2)o1)c1ccc(F)cc1` (stereo unspecified) is listed as 9.5 | -2.8 | 1.9 | 2.6 | 0.5 | 9.3 | -10.5 | 6.6 | 6.8
`CCc1ccc2nc(N3CCN(C(=O)C(C)(C)C)CC3)sc2c1` is listed as 14.6 | 3.6 | -1.3 | -0.6 | -1.4 | 28.0 | -7.5 | 22.3 | 1.9
